Screens from PubChem.
NOD2 RIPK2 PPI – NOD2-RIPK2 binding disruptors in cells, primary screen, fluorescence, CHO cells, BLA complementation | Receptor-interacting serine/threonine-protein kinase 2 (Homo sapiens), O43353 | CCF4 ratio | inhibition, % at 4.98 µM | 360,000 tested, 0.38% active | AID 624267, 2012; in the data active means inhibition above about 21%;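 further: 0% = vehicle only and 100% = reference blocker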
COUP-TFII inh – NR2F2 transcriptional activity inhibitors, primary screen, cell-based, luciferase reporter, HEK293T, luminescence. HEK293T NGFI-A luciferase reporter. inhibition, % at 8.6 µM. 370,000 tested, 0.7% active;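 active means inhibition above a per-plate cutoff, mean inhibition of test wells between control levels plus 3 SD, cut at about 38% in these data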;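 further: cells cotransfected with COUP-TFII expression vector driving the NGFI-A reporter; 0% = median of COUP-TF2 test wells and 100% = reporter-only cells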
Target sequence (P24468 whole entry, looked up): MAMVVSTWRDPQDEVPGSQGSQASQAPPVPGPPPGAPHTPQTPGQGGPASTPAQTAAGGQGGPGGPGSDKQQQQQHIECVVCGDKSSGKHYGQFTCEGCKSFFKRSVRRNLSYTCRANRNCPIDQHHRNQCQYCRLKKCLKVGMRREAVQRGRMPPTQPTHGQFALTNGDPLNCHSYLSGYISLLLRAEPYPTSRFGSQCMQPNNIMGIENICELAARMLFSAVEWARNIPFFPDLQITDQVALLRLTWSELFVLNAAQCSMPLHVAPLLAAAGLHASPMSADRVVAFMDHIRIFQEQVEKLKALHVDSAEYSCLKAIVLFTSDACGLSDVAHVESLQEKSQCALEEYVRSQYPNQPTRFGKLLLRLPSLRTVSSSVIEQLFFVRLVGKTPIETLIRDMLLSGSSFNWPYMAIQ
SRC2 inh – inhibition of GAL4-SRC2 driven luciferase reporter, primary screen, SRC2 inhibitor project, cell-based, luminescence. inhibition, % at 9 µM. 370,000 tested, 0.17% active. HEK293 GAL4-SRC2 luciferase reporter. Nuclear receptor coactivator 2 (Homo sapiens), Q15596;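 active means inhibition above the mean inhibition of all tested compounds plus 3 SD, set per campaign, cut at about 52% in these data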;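 further: 0% = DMSO treated cells and 100% = cells given Gossypol at 36 µM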
NCOA3 inh – SRC3 coactivator transcriptional activity inhibitors, primary screen, cell-based, luminescence. 360,000 tested, 0.17% active. HEK293 GAL4-SRC3 luciferase reporter. AID 588352, 2011. Nuclear receptor coactivator 3 (Homo sapiens), Q9Y6Q9. inhibition, % at 3.6 µM;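 active means inhibition above a per-campaign cutoff, the mean of all compounds plus 3 SD, cut at about 60% in these data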;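 further: 0% = DMSO-treated cells and 100% = gossypol-treated cells at 36 µM; higher means less SRC3-driven luciferase light from the GAL4 reporter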
LRH-1 inv ag – LRH-1 (NR5A2) inverse agonists, primary screen, cell-based, luminescence, HEK293T, StAR-luciferase reporter; AID 602396, 2012; LRH-1 transfected, 24 h; inhibition, % at 3.6 µM; 360,000 tested, 0.13% active; Nuclear receptor subfamily 5 group A member 2 (Homo sapiens), O00482;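 active means inhibition above the mean inhibition of all tested compounds plus 3 SD, cut at about 73% in these data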;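 further: 0% = DMSO wells and 100% = reporter-only cells lacking LRH-1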
Target sequence (O00482 whole entry, looked up): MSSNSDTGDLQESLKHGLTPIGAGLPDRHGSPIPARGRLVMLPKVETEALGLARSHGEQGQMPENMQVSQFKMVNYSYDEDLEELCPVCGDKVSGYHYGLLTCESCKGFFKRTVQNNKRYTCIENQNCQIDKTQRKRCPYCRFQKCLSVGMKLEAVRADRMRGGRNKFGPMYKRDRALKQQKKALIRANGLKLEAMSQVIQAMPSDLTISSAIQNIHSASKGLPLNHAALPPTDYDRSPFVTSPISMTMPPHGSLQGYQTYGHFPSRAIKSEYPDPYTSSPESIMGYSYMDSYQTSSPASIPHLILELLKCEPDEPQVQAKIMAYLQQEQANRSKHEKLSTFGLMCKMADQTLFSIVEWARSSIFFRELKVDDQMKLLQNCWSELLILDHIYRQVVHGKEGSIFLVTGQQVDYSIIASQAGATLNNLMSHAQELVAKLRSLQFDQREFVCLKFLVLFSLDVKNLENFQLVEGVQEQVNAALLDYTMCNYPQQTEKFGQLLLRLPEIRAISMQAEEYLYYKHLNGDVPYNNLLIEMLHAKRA
LMP1 NFkB inh – EBV LMP1-driven NF-kappaB luciferase reporter inhibitors, primary screen, cell-based, luminescence, single point; inhibition, % at 12.5 µM; AID 504558, 2011; 350,000 tested, 0.69% active; LMP1-induced NF-kappaB luciferase reporter cells; in the data active means inhibition above about 41%;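 further: 0% = neutral control wells and 100% = reference inhibitor control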
Vif imaging – HIV Vif self-association inhibitors, primary screen, imaging, HEK293T, single point; HEK293T cells, Vif self-association by quenched fluorescence, 24 h; AID 602346, 2012; 340,000 tested, 0.35% active; inhibition, % at 7.49 µM; in the data active means inhibition above about 50%, passing the limit was not always enough; further: some results filed as inactive read as strong as hits
NCOA1 inh – SRC1 coactivator transcriptional activity inhibitors, primary screen, cell-based, luminescence; HEK293 GAL4-SRC1 luciferase reporter; inhibition, % at 3.6 µM; 360,000 tested, 0.12% active;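 active means inhibition above the campaign mean plus 3 SD, with each screening campaign given its own cutoff, cut at about 60% in these data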;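 further: 0% = DMSO treated cells and 100% = gossypol at 36 µM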
TRAIL sens C8 – viability loss with TRAIL in NB7+C8 cells, primary screen, TRAIL sensitizer project, cell-based, ATPlite luminescence. inhibition (viability loss, TRAIL sensitization), % at 10 µM. 360,000 tested, 1% active;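 active means compounds causing at least 50% loss of cell viability in the single-dose screen, relative to plate controls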
TROY signal inh – inhibitors of TROY-driven NF-kB signaling, primary screen, Q293 LMP1-TROYcd cells, NF-kB luciferase, uHTS | inhibition, % at 10 µM | 360,000 tested, 0.98% active | Q293 LMP1-TROYcd NF-kB luciferase reporter, 4 h | AID 1347056, 2019;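 active means compounds whose plate-normalised and pattern-corrected inhibition of the luciferase reporter signal at the single screening dose is 50% or more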
TLR9-MyD88 inh – inhibitors of TLR9-MyD88 association in cells, primary screen, cell-based, CHO, BLA complementation, fluorescence | 340,000 tested, 0.21% active | CCF4 FRET ratio | Toll-like receptor 9 (Homo sapiens) + Myeloid differentiation primary response protein … | inhibition, % at 4.98 µM;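 active means inhibition above the mean over all tested compounds plus 3 SD, cut at about 21% in these data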;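 further: 0% = DMSO only wells and 100% = clavulanate BLA inhibitor control wells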
* = called active by the depositor; . = not tested or not shown.

Below each SMILES: NOD2 RIPK2 PPI	COUP-TFII inh	SRC2 inh	NCOA3 inh	LRH-1 inv ag	LMP1 NFkB inh	Vif imaging	NCOA1 inh	TRAIL sens C8	TROY signal inh	TLR9-MyD88 inh
COc1ccc2nc(N=NC3=C(O)CC(C)(C)CC3=O)sc2c1
 : -9	5	19	10	23	13	2	-18	49	33	-2
O=C(O)/C=C/c1ccc2ccccc2n1
 : -6	-21	3	3	-6	76*	20	-10	0	-19	-2
Cc1ccc(N(CC(=O)NCCc2ccccc2)S(=O)(=O)c2c(C)noc2C)cc1
 : 7	0	-4	15	0	-14	-1	8	-14	-1	-9
CCSCCOC(=O)C1=C(C)N(C)C(=O)NC1c1ccc2c(c1)OCO2 (stereo not drawn)
 : -13	20	17	-16	20	15	-4	-22	-9	7	-1
CN1CCN(S(=O)(=O)c2ccc(NC(=O)c3cccc(S(=O)(=O)N4CCCC4)c3)cc2)CC1
 : -4	1	-2	-16	2	1	-1	8	5	4	5
O=C(Cc1c(C(=O)O)[nH]c2ccccc12)Nc1ccc2c(c1)OCO2
 : -13	-5	5	6	-3	3	9	14	5	2	-4
CNc1cc(-c2ccc(O)cc2C)ncn1
 : -10	-29	-7	-25	8	.	-11	-2	-6	-17	.
COCCCN=C1NN=C(c2cc(C)n(-c3ccccc3)c2C)CS1
 : -2	3	-39	-1	-9	-3	-7	-16	0	12	-1
CCC(C)NCCOc1ccc(C)cc1[N+](=O)[O-] (stereo not drawn)
 : -1	7	17	10	-9	5	0	4	4	-29	2
CCC(=O)NC(C)C(c1cccs1)N1CCOCC1 (stereo not drawn)
 : -15	4	-2	7	-34	9	.	-3	-11	13	-2
COc1ccc(N(C)C(=O)CC2(CC(=O)O)CCCCC2)cc1
 : -4	-3	3	6	8	7	4	-1	-3	15	3
CCn1c(SC2CCOC2=O)nnc1-c1ccc(Cl)cc1 (stereo not drawn)
 : -11	-3	25	-22	-20	-5	3	-15	0	-14	0
Cc1cccc(OCC(=O)OCC(=O)c2c(N)n(C)c(=O)n(C)c2=O)c1C
 : -7	-12	18	24	-3	-7	10	-6	2	4	-10
CCOc1ccc(-n2c(SCC(=O)Nc3nccs3)nc3c(c2=O)SCC3)cc1
 : -9	-1	4	10	3	-17	27	2	-2	1	1
Cc1csc(N2C(=O)C3C4CCC(O4)C3C2=O)n1 (stereo not drawn)
 : 5	6	-19	-6	-10	-10	2	9	-11	-3	6
CCOC(=O)N1CCC(N2CCCC(C(=O)c3cc(F)ccc3OC)C2)CC1 (stereo not drawn)
 : -18	-11	-4	17	10	8	-5	-8	-4	17	14
CCOC(=O)CNC(=O)N1CCCC(CNS(=O)(=O)c2cccs2)C1 (stereo not drawn)
 : 8	2	16	11	3	-2	5	-3	-2	13	-4
O=C(NC1CC1)C1CCN(c2ncnc3c2sc2cccc(F)c23)CC1
 : 1	-4	5	-10	22	5	.	3	15	-2	-3
O=C1NC[C@H](CCCCN2CCN(Cc3ccccc3)C(=O)C2=O)N(CCc2ccc(O)cc2)C1=O
 : -4	-13	14	.	-11	.	.	.	-7	-11	.
O=C(NCC12CC3CC(CC(C3)C1)C2)c1nn2cccnc2c1Cl
 : -16	-6	26	-11	-9	-11	11	-6	9	-1	6
COC(=O)c1cn(NC(=O)/C=C/c2cc(OC)ccc2OC)c(=O)c2ccccc12
 : 9	-18	3	16	4	9	-18	-2	1	-4	-4
CCCCN(C(=O)CSc1nnnn1C)c1c(N)n(Cc2ccccc2)c(=O)[nH]c1=O
 : 2	20	3	-1	11	11	-6	3	-8	0	-3
O=C(COc1ccccc1)Nc1ccc(N2CCCCC2)cc1
 : 4	-32	-79	-42	-78	-9	-3	-51	14	-66	-6
Cc1cccc(OCC(=O)Nc2ccc(N3CCN(S(C)(=O)=O)CC3)cc2)c1
 : -5	-12	-24	17	15	-2	-1	2	15	-7	1
CCOC(=O)C1CCN(C(=O)C2(NC(=O)Nc3ccccc3C)CCCCC2)CC1
 : -4	5	-4	8	5	3	-3	-11	5	-28	-5
COc1ccc(NC(=O)CN(C)C(=O)c2cn(-c3ccccc3)nc2-c2ccc(OC)cc2)cc1
 : -8	11	2	-21	-2	-2	-3	11	11	-4	-5
CC(C)(C)NS(=O)(=O)c1ccc(NS(=O)(=O)c2ccc(F)cc2)cc1
 : -15	2	-13	10	8	-14	-16	7	-5	38	12
CC(C)C(NC(=O)c1ccccc1)C(=O)NC1=NCCS1 (stereo not drawn)
 : -8	-17	-8	-27	12	1	9	6	-2	31	-4
Cc1ccc2c(CN3CCN(Cc4ccccc4)CC3)cc(=O)oc2c1C
 : 2	2	-28	-7	10	16	-15	-5	20	8	0
CCOc1ccc(C(CC(=O)O)NC(=O)COc2ccc3ccccc3c2)cc1OC (stereo not drawn)
 : 0	24	10	0	1	-1	-3	-9	12	-16	-2

LMP1 NFkB inh, hit marks shown above.
Structure	NOD2 RIPK2 PPI	COUP-TFII inh	SRC2 inh	NCOA3 inh	LRH-1 inv ag	LMP1 NFkB inh	Vif imaging	NCOA1 inh	TLR9-MyD88 inh
O=C(O)/C=C/c1ccc2ccccc2n1	-6	-21	3	3	-6	76*	20	-10	-2

Next part
Below each SMILES: NOD2 RIPK2 PPI	COUP-TFII inh	SRC2 inh	NCOA3 inh	LRH-1 inv ag	LMP1 NFkB inh	Vif imaging	NCOA1 inh	TRAIL sens C8	TROY signal inh	TLR9-MyD88 inh
CCN(CC)S(=O)(=O)c1ccc(Cl)c(NC(=O)COC(=O)c2c(C)noc2C)c1
 : -7	9	12	10	9	10	-4	-3	25	16	4
O=C(NCCOc1ccc(Cl)cc1)C(=O)NCC1CCCO1 (stereo not drawn)
 : 2	4	14	-2	11	-11	-3	1	-7	0	4
COC(=O)C1=C(N)Oc2cc(C)n(CCCn3ccnc3)c(=O)c2C1c1cccc(Cl)c1 (stereo not drawn)
 : 0	6	12	-2	-12	-2	0	-1	-7	-7	-7
Cc1c(-n2cc(C(=O)c3cc(F)ccc3O)cc(C#N)c2=O)c(=O)n(-c2ccccc2)n1C
 : -5	12	-20	4	2	-8	14	-6	5	12	-4
Cc1cccc(C2c3[nH]c4ccccc4c3CCN2C(=O)c2noc3c2CCCC3)n1 (stereo not drawn)
 : 16	8	17	10	-1	-9	-1	0	2	2	-3
O=C(O)C1CCCCC1C(=O)NCCCn1ccnc1 (stereo not drawn)
 : -3	.	.	9	13	9	0	-5	3	-9	-3
CCC(Sc1nc(-c2ccccc2)c(C#N)c(=O)[nH]1)C(=O)Nc1nnc(C)s1 (stereo not drawn)
 : -4	-2	18	7	5	2	.	-4	5	-10	-5
Cc1c(NC(=O)CSc2n[nH]c(-c3ccccc3)n2)c(=O)n(-c2ccccc2)n1C
 : -1	5	11	20	13	3	.	-10	-18	-29	-1
O=C(c1ccco1)N(Cc1ccccc1)c1cccc([N+](=O)[O-])c1
 : 4	-2	2	8	-7	-1	2	0	-1	11	0
COc1ccc(NC(=O)C2CC(c3c(F)cccc3Cl)=NO2)cc1 (stereo not drawn)
 : -8	-16	-16	-24	-33	-2	-4	-33	-21	-29	1
CCOC(=O)C1=C(C)Nc2ccccc2N/C1=N\S(=O)(=O)c1ccc(Cl)cc1
 : 7	11	-2	0	-1	9	-4	-11	5	11	-5
O=C(C[n+]1cc(-c2ccc(Cl)cc2)n2c1CCCCC2)c1ccccc1
 : -8	-24	-34	18	-8	-3	12	8	13	-48	1
Cc1ccc(N2CC(NS(=O)(=O)c3cccs3)CC2=O)cc1 (stereo not drawn)
 : -7	-11	-6	-4	-18	7	-14	-12	8	-10	-4
COc1ccccc1NC(=O)Nc1ccccc1C(=O)NCCCN1CCOCC1
 : -3	4	15	0	5	-15	6	18	-20	-11	4
CC(C)n1c2ccccc2c2nc3ccccc3nc21
 : -19	-18	3	0	12	-2	-13	14	9	-8	-2
Brc1ccc(-c2nc3ccc(Br)cn3c2Cc2ccccc2)cc1
 : -8	-42	-28	-27	-83	.	14	-41	0	7	.
S=c1[nH]nc(-c2cccnc2)n1/N=C/c1ccc(Br)s1
 : 8	0	8	26	7	7	2	11	-1	11	2
O=C(Nc1ccc(-c2nc3ncccc3o2)cc1)c1ccco1
 : -2	-47	-22	-86	-109	-22	-1	-90	-4	-52	2
COc1cc(NC(=O)CCCc2c[nH]c3ccccc23)cc(OC)c1
 : -6	2	-4	7	0	-8	0	-12	-8	3	0
O=C(CCCCCn1c(=S)[nH]c2cc3c(cc2c1=O)OCO3)N1CCN(c2ccccc2)CC1
 : 8	-17	0	2	-35	1	-1	5	-4	14	-4
Cc1ccc(S(=O)(=O)N2CCC(C(=O)NCCC3=CCCCC3)CC2)c(C)c1
 : 5	6	-2	4	7	-18	-4	-31	23	6	3
O=C(c1ccccc1)c1ccc2c(c1)OCCOCCOCCO2
 : 2	-5	1	6	-25	2	4	7	1	-24	2
CCCc1cc(=O)[nH]c(SC(CC)C(=O)Nc2ccccc2C#N)n1 (stereo not drawn)
 : -3	-9	-8	1	1	1	-1	-7	-31	0	4

These rows are one share of the data; the hit share may differ from the screen's.
